CHRM5 PAM – CHRM5 positive allosteric modulation; P08912; CHO-K1 hM5, Fluo-8 calcium, ACh EC20 PAM; 0% = ACh EC20, 100% = ACh EC100; activation, % at 3 µM; 0.3% of 360,000 active; AID 624038;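 active = activation above the run cutoff, the mean activation of all test compounds plus 3 SD, cut at about 18% in these data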
Target sequence (P08912 whole entry, looked up): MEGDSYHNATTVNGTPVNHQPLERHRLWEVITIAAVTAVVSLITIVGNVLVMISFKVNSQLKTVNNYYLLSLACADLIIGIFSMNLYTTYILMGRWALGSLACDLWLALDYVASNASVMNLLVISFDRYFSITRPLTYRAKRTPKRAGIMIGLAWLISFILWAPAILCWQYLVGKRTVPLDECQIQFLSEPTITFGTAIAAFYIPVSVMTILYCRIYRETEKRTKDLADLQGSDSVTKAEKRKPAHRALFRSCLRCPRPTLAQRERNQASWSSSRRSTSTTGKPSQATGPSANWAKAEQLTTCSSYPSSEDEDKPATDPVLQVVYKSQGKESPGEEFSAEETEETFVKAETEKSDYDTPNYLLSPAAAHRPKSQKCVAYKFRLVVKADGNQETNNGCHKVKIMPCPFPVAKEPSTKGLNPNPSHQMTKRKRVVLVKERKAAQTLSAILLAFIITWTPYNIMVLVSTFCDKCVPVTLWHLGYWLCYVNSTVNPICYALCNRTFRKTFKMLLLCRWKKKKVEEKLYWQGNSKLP
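Assay system: CHO-K1 hM5 cells / Incubation: Fluo-8 loading 80 min at 37 °C plus 30 min room temperature / Technique: Fluo-8 calcium dye fluorescence, kinetic read / Repeats: single replicate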
M5 ag – CHRM5 agonism in calcium assay | AID 624037 | P08912 | activation, % at 3 µM | 0.19% of 360,000 active | CHO-K1 hM5 cells, Fluo-8 calcium fluorescence; 0% DMSO wells, 100% maximal acetylcholine response;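 active = activation above the run's mean over test compounds plus 3 SD, cut at about 23% in these data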;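 note: signal is peak over basal fluorescence ratio across the kinetic read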
CRFR2-BP antag – CRF-BP/CRF-R2 complex antagonism | inhibition, % at 11.8 µM | AID 588475 | HEK293 CRF-R2/CRF-BP, CRF-induced calcium fluorescence | 0.59% of 350,000 active;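 active = inhibition of the ligand-induced calcium signal above about 50% at the single tested concentration, limit read from the data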
M4 PAM – CHRM4 positive allosteric modulation; activation, % at 3 µM; P08173; CHO-K1 hM4/Gqi5, Fluo-8 calcium fluorescence, ACh EC20; 0% = ACh EC20, 100% = maximal ACh; 0.4% of 360,000 active;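 active = activation above its plate's cutoff, the mean activation of sample wells plus 3 SD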; note: some results filed as inactive read as strong as hits
Target sequence (P08173 whole entry, looked up): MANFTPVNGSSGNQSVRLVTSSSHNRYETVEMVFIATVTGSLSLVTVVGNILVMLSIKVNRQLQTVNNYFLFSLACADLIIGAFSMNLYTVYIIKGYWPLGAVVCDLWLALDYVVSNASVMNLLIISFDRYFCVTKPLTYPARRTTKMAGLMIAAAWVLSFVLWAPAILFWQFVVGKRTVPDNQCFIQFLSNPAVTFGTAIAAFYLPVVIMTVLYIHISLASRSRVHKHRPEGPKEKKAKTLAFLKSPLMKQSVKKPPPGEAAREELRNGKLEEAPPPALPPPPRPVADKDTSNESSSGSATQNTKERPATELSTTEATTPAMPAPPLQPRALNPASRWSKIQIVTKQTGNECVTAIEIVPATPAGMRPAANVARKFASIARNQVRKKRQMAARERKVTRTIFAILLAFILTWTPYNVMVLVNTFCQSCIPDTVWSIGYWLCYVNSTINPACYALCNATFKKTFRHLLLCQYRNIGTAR
CRFBP-R2 agonist – CRF-BP/CRF-R2 complex agonism | HEK293 CRF-R2/CRF-BP, calcium dye fluorescence (FLIPR); percent of saturating CRF peptide response | activation, % at 13.2 µM | 0.46% of 350,000 active | AID 588473;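 active = activation of at least 50%, plus an integration ratio under a set limit after plate pattern correction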;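 note: plate controls were neutral control wells without compound for no effect and CRF at EC100 for full effect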
TAAR1 ag – agonists of human TAAR1 | Q96RJ0 | CHO RD-HGA16 TAAR1, Fluo-8 calcium fluorescence; vehicle wells 0%, saturating PEA agonist 100% | activation, % at 3 µM | 0.99% of 360,000 active;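 active = activation above the mean activation of all test compounds in the run plus 3 SD, cut at about 38% in these data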
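System: CHO RD-HGA16 cells carrying human TAAR1 plus Gα16; Incubation: 17-24 h seeding, 75 min 37 °C dye, 30 min RT; Measured by: Fluo-8 fluorescence, 5 s baseline then 140 s kinetic read; Control set: DMSO and PEA EC100; Replication: single well for each compound.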
TAAR1 antagonist – human TAAR1 antagonism; CHO RD-HGA16 TAAR1, Fluo-8 calcium fluorescence, antagonist; inhibition, % at 3 µM; 1.5% of 360,000 active; AID 624466;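 active = inhibition above a per-plate cutoff, the mean inhibition of test compounds on that plate plus 3 SD, cut at about 49% in these data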;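 note: 0% = DMSO plus EC80 beta-PEA response and 100% = DMSO alone without agonist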
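Assay system: CHO-derived RD-HGA16 cells stably expressing human TAAR1 plus Gα16. Timing: 140 s kinetic read after compound, 140 s after agonist. Technique: kinetic Fluo-8 calcium fluorescence measurement. Measure: % inhibition of agonist calcium response.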
M1 PAM parental – nonselective activator or artifact in parental CHO-K1 calcium assay | ATP EC20, Fluo-8 calcium fluorescence; 0% at ATP EC20, 100% at ATP max | activation, % at 3 µM | 0.02% of 360,000 active;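 active = activation above the run cutoff, the mean activation of all test compounds plus 3 SD, cut at about 40% in these data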;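 note: peak over basal fluorescence ratio in a 140 s read after ATP addition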
M5 antag – antagonists of human muscarinic M5 receptor (CHRM5). CHO-hM5 cells, Fluo-8 calcium fluorescence, ACh EC80. inhibition, % at 3 µM. 0.59% of 360,000 active. AID 624040;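 active = inhibition above a per-plate cutoff, the mean of that plate's test compounds plus 3 SD, cut at about 27% in these data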;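 note: 0% = acetylcholine EC80 with DMSO and 100% = DMSO without agonist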
* marks the source's active call; other numbers are inactive results; . = not tested or not shown.

SMILES | CHRM5 PAM | M5 ag | CRFR2-BP antag | M4 PAM | CRFBP-R2 agonist | TAAR1 ag | TAAR1 antagonist | M1 PAM parental | M5 antag
COc1ccc2nc(N3CCCC(C(=O)NCCc4ccc(OC)c(OC)c4)C3)sc2c1 (centres undefined) | -8 | 1 | -1 | -6 | -1.0 | 18 | 42 | -13 | 0
CCC(C)[C@H](NC(=O)N1CCN(C)CC1)C(=O)OC (some centres undefined) | 3 | -1 | 0 | 7 | -2.1 | 4 | 3 | 6 | -5
COc1ccc(Br)cc1C(=O)Nc1cccc(C)c1 | -3 | -9 | 9 | 10 | 2.5 | 2 | -6 | 16 | 4
CS(=O)(=O)Nc1ccc([N+](=O)[O-])cc1Oc1ccccc1 | -1 | 2 | 9 | -4 | 1.0 | 5 | -15 | 19 | -3
CC(=O)NC(C)(c1ccccc1)c1nc(/C=C/c2ccccc2)cs1 (centres undefined) | -5 | -1 | . | 2 | . | 2 | -20 | 16 | -1
CCc1noc(C)c1C(=O)N(C)CC(=O)Nc1ccccc1Br | 2 | -1 | -7 | 3 | -0.1 | 3 | -36 | 15 | 6
COc1ccccc1-c1cn[nH]c(=S)n1 | 8 | -1 | -5 | 0 | 0.3 | 8 | -2 | 17 | -7
COC(=O)c1ccc(NC(=O)Nc2ccc(OC)cc2)cc1 | -10 | 10 | -10 | -7 | 0.8 | 17 | 14 | 2 | 13
CCOC(=O)C1CN(S(=O)(=O)c2ccc(C)cc2)c2ccccc2O1 (centres undefined) | -10 | -15 | 2 | -7 | -0.4 | 1 | -23 | -20 | 4
COC(=O)c1ccc(CN2CCC(Oc3ccc(C(=O)N4CCCCC4)cc3)CC2)cc1 | -16 | -7 | -12 | -16 | 0.3 | -1 | 8 | 22 | 22
O=C(NCC(=O)N1CCN(c2ccccc2O)CC1)c1ccco1 | 1 | -1 | -5 | 13 | 2.2 | 0 | -30 | -23 | -10
CC1CCc2c(sc(NC(=O)CCC(=O)O)c2C(=O)NC2CC2)C1 (centres undefined) | -6 | -5 | -11 | 1 | 2.9 | 7 | -11 | 10 | 11
CC(=O)Nc1ccc(S(=O)(=O)Nc2nc3ccccc3nc2N2CCCC2)cc1 | 3 | -4 | -19 | 6 | 0.4 | 4 | 6 | 16 | -10
Cc1oc(S(=O)(=O)N(C)C)cc1C(=O)Nc1ccc(F)cc1 | -3 | 3 | -23 | -13 | 1.2 | 7 | -10 | -22 | 11
O=C(CNC(=O)c1ccccc1)Nc1ccsc1C(=O)O | 0 | 0 | 10 | 0 | 5.2 | 1 | -13 | 14 | -3
COc1ccc2c(CC(=O)Nc3ccc(OC)c(S(=O)(=O)N4CCOCC4)c3)coc2c1 | 2 | 1 | 11 | 16 | 0.8 | 1 | -4 | 12 | -2
CCOc1ccccc1NC(=O)Cc1c(F)cccc1Cl | 0 | -1 | 18 | 3 | -1.1 | 2 | 1 | 20 | -3
COc1cccc(C2C(C#N)=C(N)Oc3c2oc(CO)cc3=O)c1 (centres undefined) | 1 | -2 | 19 | 15 | 0.3 | -1 | -24 | 9 | 0
O=C(NC12CC3CC(CC(C3)C1)C2)c1c(Cl)cccc1Cl | 3 | -2 | -14 | 1 | 0.2 | 10 | -16 | -15 | 11
Cc1ccsc1/C=C1\SC(N2CCOCC2)=NC1=O | 5 | 0 | 3 | -9 | -1.4 | 0 | 13 | 10 | -1

Quoted from the listing.
CRFBP-R2 agonist with O=C(NC12CC3CC(CC(C3)C1)C2)c1c(Cl)cccc1Cl : 0.2
M5 ag with CCC(C)[C@H](NC(=O)N1CCN(C)CC1)C(=O)OC (some centres undefined) : -1

More records.
SMILES | CHRM5 PAM | M5 ag | CRFR2-BP antag | M4 PAM | CRFBP-R2 agonist | TAAR1 ag | TAAR1 antagonist | M1 PAM parental | M5 antag
C=CCNc1nnc(Cc2ccc(C(C)C)cc2)c(=O)[nH]1 | -5 | 0 | -6 | 5 | -1.0 | . | . | 0 | -3
COc1cc(OC)cc(C(=O)NC(=S)Nc2nnn(C)n2)c1 | -4 | -3 | 9 | -7 | -0.2 | 5 | 3 | 15 | 17
COc1ccc(Nc2c3ccccc3nc3ccccc23)cc1 | -6 | -22 | 7 | -3 | 1.3 | 4 | 3 | 13 | 11
CCN(C(=O)COC(=O)C1CCN(S(=O)(=O)c2ccc(C)c(C)c2)CC1)C1CCCCC1 | -4 | -3 | 8 | -5 | 0.3 | 11 | 0 | 7 | 13
O=C(OC1CCCCC1=O)c1cc(Cl)ccc1[N+](=O)[O-] (centres undefined) | 1 | -3 | 0 | 4 | -0.9 | -2 | -13 | -3 | -1
O=C(CSc1ncnc2c1cnn2Cc1ccccc1)Nc1ccc2c(c1)OCCO2 | 4 | -2 | 15 | 4 | -1.6 | 4 | 37 | 19 | -2
C[C@H](NC(=O)C1CC(=O)N(c2ccc3c(c2)OCO3)C1)C(=O)NCc1ccco1 (some centres undefined) | 0 | -2 | -2 | 11 | -1.8 | 2 | -15 | 4 | 4
Cc1ccc(NC(=O)c2ccccc2)cc1OC(=O)c1ccccc1 | -7 | -2 | -4 | 3 | 2.4 | -1 | 19 | 7 | 5
Cc1ccc(N(CC(=O)NC2CCCCCC2)S(=O)(=O)c2c(C)nn(C)c2C)cc1 | 4 | -3 | 26 | 12 | -3.7 | 3 | -6 | -6 | 1
Cc1cc(-c2ccc(Cl)cc2)c2cnn(C(C)C)c2n1 | -3 | -3 | -9 | 2 | 0.9 | -2 | -25 | -4 | 1

Quoted at random: 4 compounds from above.
SMILES | CHRM5 PAM | M5 ag | CRFR2-BP antag | M4 PAM | CRFBP-R2 agonist | TAAR1 ag | TAAR1 antagonist | M1 PAM parental | M5 antag
CCN(C(=O)COC(=O)C1CCN(S(=O)(=O)c2ccc(C)c(C)c2)CC1)C1CCCCC1 | -4 | -3 | 8 | -5 | 0.3 | 11 | 0 | 7 | 13
O=C(OC1CCCCC1=O)c1cc(Cl)ccc1[N+](=O)[O-] (centres undefined) | 1 | -3 | 0 | 4 | -0.9 | -2 | -13 | -3 | -1
Cc1ccc(NC(=O)c2ccccc2)cc1OC(=O)c1ccccc1 | -7 | -2 | -4 | 3 | 2.4 | -1 | 19 | 7 | 5
COc1ccc(Nc2c3ccccc3nc3ccccc23)cc1 | -6 | -22 | 7 | -3 | 1.3 | 4 | 3 | 13 | 11

New compounds follow.
SMILES | CHRM5 PAM | M5 ag | CRFR2-BP antag | M4 PAM | CRFBP-R2 agonist | TAAR1 ag | TAAR1 antagonist | M1 PAM parental | M5 antag
CCCCC12CN3CC(C)(CN(C1)C3c1ccc([N+](=O)[O-])o1)C2=O (centres undefined) | 8 | 6 | 12 | 3 | -1.2 | 4 | -25 | 24 | -11
CN(Cc1ccc(N(C)C)cc1)C(=O)c1cc2ccccc2o1 | -4 | 0 | -14 | -3 | -0.1 | 0 | -12 | -1 | 2
COc1ccc(NC(=O)c2nn(C)c3c2CS(=O)(=O)c2ccccc2-3)cc1 | -8 | -2 | -2 | -2 | -1.7 | 2 | 18 | -6 | 16
Cc1ccc2oc(Nc3nc(C)c(C)c(C)n3)nc2c1 | -1 | -2 | 3 | 14 | -0.4 | 2 | -18 | 15 | 3
O=C1c2ccccc2C(=O)N1n1c(=O)[nH]c2ccccc2c1=O | -11 | -1 | -4 | 9 | -1.3 | 3 | 0 | 4 | 5
CCN(C(=O)COC(=O)c1ccccc1NCCO)c1cccc2ccccc12 | -13 | 2 | -8 | -3 | -1.2 | 5 | 24 | -12 | 7
CCc1ccc(C(=O)Nn2cnc3ccccc3c2=O)cc1 | 2 | 0 | -4 | 0 | -0.2 | -2 | -12 | -13 | 9
COC(=O)CSc1nnc(-c2cccnc2)n1C | 15 | 6 | 3 | 17 | -1.0 | 1 | -8 | -9 | -17
Cc1ccc(NC(=O)CSc2nnc(-c3ccncc3)o2)cc1 | -3 | 1 | -3 | 4 | -1.2 | -1 | -1 | -7 | 1
COc1cc(S(=O)(=O)NCC2(N3CCCCC3)CCCCC2)ccc1NC(C)=O | 0 | 0 | 4 | 3 | -1.9 | 0 | 1 | 10 | 7
Cc1noc(C)c1S(=O)(=O)N1CCCC(C(=O)N2CCC(C)CC2)C1 (centres undefined) | 3 | -6 | -10 | 1 | -0.7 | -1 | 2 | 12 | -4
Cc1ccc(C)c(NC(=S)NNC(=O)c2csc(C)c2)c1 | -5 | 3 | -6 | -6 | 0.8 | 1 | -20 | 16 | -2
COc1ccc(C(Nc2ccc(S(=O)(=O)NCC3CCCO3)cc2)C(=O)NC(C)(C)C)cc1OC (centres undefined) | 1 | 4 | -1 | 5 | 1.0 | 0 | -10 | 6 | 0
COc1cccc(N(CC(=O)NC2CCCC2)C(=O)CCC(=O)Nc2cc(C)on2)c1 | -1 | -3 | 6 | -3 | 1.1 | 4 | 8 | 16 | 8
COC(=O)c1cc(=O)n(Cc2ccc(F)cc2)c(=Nc2ccccc2)s1 | -1 | 1 | 6 | -2 | 5.3 | 3 | -14 | -5 | 4
CC(C)(C)c1ccc(S(=O)(=O)NCCc2ccncc2)cc1 | -6 | 3 | 3 | -8 | -0.2 | 9 | 10 | 9 | -2
c1ccc2c(c1)[nH]c1c(N3CCOCC3)ncnc12 | -4 | 8 | 1 | -4 | 0.0 | 21 | 3 | 4 | 3
OC(COc1ccc2c(c1)OCO2)CN1CCc2ccccc2C1 (centres undefined) | -3 | -2 | -6 | 0 | -6.1 | 3 | -16 | 17 | 4
Cc1ccc(C(=O)NCCNc2ncc(C(F)(F)F)cc2Cl)cc1[N+](=O)[O-] | -16 | -7 | 6 | -20 | -0.5 | -1 | -6 | -2 | 27*
Cc1ccc(C2CN=NC23CCc2ccccc2C3=O)cc1 (centres undefined) | 2 | -4 | 11 | 20 | -2.9 | 19 | -11 | 13 | -1
CN1CCN(Cc2nc3ccccc3c(=O)n2Cc2nc(-c3ccc([N+](=O)[O-])cc3)cs2)CC1 | -1 | -6 | 0 | 10 | 4.8 | -1 | -36 | 9 | -3
C=CC[C@@H](CC(=O)N[C@H](CO)Cc1ccccc1)C(=O)N[C@@H](COC(=O)[C@@H](CC=C)Cc1ccc(F)cc1)Cc1c[nH]c2ccccc12 | 3 | 3 | 0 | 7 | 2.0 | 9 | 10 | 18 | 2
CCN1CCN(P2(=O)C=C(c3ccccc3)OC(c3ccccc3)=C2)CC1 | -5 | 0 | -20 | 7 | 4.5 | 4 | 6 | 20 | -1
CSc1ncc(Cl)c(C(=O)Nc2cccnc2)n1 | -5 | -1 | -3 | 2 | -3.4 | 3 | -2 | 16 | 10
CN1N=C2c3ccccc3CCC2C1c1ccc(F)cc1 (centres undefined) | -3 | -3 | -12 | 4 | 0.9 | 6 | -8 | 24 | 3
O=C(N/C(=C/c1ccc(Cl)cc1)C(=O)N1CCCC1)c1ccccc1 | 0 | 4 | 2 | 0 | -0.9 | 1 | -34 | -8 | 6
Cc1ccc2c(NC(=O)C3CC3)cccc2n1 | 3 | -1 | -12 | 5 | -0.2 | 25 | -16 | 8 | -7
CCOC(=O)C(CCc1ccccn1)c1ccccc1 (centres undefined) | 2 | -11 | -2 | -3 | -0.4 | -1 | -1 | 2 | 0
Cc1ccc(NC(=O)CSc2nc3ccccc3c(=O)[nH]2)cc1[N+](=O)[O-] | -8 | 8 | 0 | 0 | -5.4 | 5 | 3 | -4 | 3
